Scp-1 inhibitor = blocks human Scp-1 phosphatase activity | Recombinant Scp1, phosphopeptide, malachite green phosphate absorbance | inhibition, % at 20 µM | 340,000 compounds, 0.88% hits | AID 493091;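 active means inhibition above about 50% at 20 µM, limit read from the data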;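 further: plate controls were DMSO wells with enzyme for no effect and wells lacking enzyme for full effect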
Target sequence (Q9GZU7 76-261 limits assumed): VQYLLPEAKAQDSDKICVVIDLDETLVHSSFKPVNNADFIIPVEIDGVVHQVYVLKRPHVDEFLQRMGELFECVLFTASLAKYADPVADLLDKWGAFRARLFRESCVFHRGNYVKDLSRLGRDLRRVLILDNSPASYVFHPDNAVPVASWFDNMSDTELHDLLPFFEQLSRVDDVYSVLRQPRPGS
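System: SCP-1 catalytic domain; Reagent: Phospho 17-mer peptide substrate; Doses: one concentration, 20 µM, with 1.0% DMSO; Incubation: 45 min room-temperature reaction, 5 min colour, 30 min stabiliser; Signal: Phosphate-binding colour reagent, absorbance read at 630 nm.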
SUMO1-SIM PPI = alters human SUMO1 binding to SIM partners. inhibition, % at 20 µM. 360,000 compounds, 0.33% hits. SUMO1 binding to a labelled peptide, TR-FRET, 1 h. AID 602429; in the data active means inhibition above about 37%
NadD inh = NadD (S. aureus) enzyme inhibition. purified NadD enzyme, colorimetric absorbance read-out. 360,000 compounds, 0.78% hits. inhibition, % at 20 µM; in the data active means inhibition above about 26%; further: some compounds past the cut are filed as inactive
LMPTP block = blocks human LMPTP phosphatase. inhibition, % at 20 µM. 360,000 compounds, 0.22% hits. recombinant LMPTP-A, OMFP fluorogenic substrate, fluorescence intensity. P24666;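 active means compounds that cut the enzyme signal by at least half of the control window in the single-dose screen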;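 further: plate controls were DMSO wells with enzyme plus substrate for no effect and substrate without enzyme for full effect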
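Test system – LMPTP-A enzyme · Amount – LMPTP-A at 0.625 nM final in the reaction · Buffer or medium – Bis-Tris pH 6.0, DTT, detergent · Reagent – OMFP 400 µM · Doses – single 20 µM dose · Schedule – reaction 50 min, room temperature, dark · Detection – fluorescence intensity of OMFP turnover product · Evaluation – percent inhibition versus substrate-only and uninhibited controls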
NRP1-CendR mod = modulators of CendR peptide binding to human neuropilin-1. 360,000 compounds, 0.85% hits. FAM-RPARPAR peptide binding to NRP-1, fluorescence polarization. inhibition, % at 25 µM;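 active means inhibition or corrected inhibition above about 18%, plus a signal ratio from 0.5 to 1.5, limit read from the data, passing the limit was not always enough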; further: strong numbers were not always called active
DNMT1 block = inhibitors of human DNMT1; inhibition (reported as % activation of signal), % at 10 µM; DNMT1 molecular beacon, Hinp1I cleavage, fluorescence; P26358; 360,000 compounds, 0.83% hits; in the data active means inhibition above about 50%
Neddylation inh = inhibitors of human cullin neddylation; P61081+Q13564; TR-FRET cullin neddylation, biochemical; calls only at 25 µM; 360,000 compounds, 0.58% hits; in the data active means inhibition above about 36%
Target sequence (P61081 whole entry, looked up): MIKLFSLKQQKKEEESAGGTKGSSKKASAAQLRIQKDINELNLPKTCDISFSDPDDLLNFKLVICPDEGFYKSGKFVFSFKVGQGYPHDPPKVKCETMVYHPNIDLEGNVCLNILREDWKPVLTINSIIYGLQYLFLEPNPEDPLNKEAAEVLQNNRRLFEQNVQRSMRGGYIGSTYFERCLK
Target sequence (Q13564 whole entry, looked up): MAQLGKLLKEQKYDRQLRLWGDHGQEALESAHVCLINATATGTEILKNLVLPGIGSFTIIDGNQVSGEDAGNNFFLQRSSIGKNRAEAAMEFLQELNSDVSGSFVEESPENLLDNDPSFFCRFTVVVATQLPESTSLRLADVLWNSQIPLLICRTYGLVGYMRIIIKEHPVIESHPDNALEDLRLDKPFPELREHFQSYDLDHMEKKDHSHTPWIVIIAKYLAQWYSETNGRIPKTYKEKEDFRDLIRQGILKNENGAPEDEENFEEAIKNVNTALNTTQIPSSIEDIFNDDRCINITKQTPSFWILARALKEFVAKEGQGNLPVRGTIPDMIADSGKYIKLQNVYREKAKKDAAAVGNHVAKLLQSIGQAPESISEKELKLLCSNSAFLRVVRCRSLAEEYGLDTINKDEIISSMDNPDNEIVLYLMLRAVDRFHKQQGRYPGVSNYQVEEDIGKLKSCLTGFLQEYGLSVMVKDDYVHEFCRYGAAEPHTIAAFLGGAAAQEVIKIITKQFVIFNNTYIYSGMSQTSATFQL
SKN-1 inh = blocks SKN-1 activity in C. elegans | inhibition, % at 21.8 µM | C. elegans VP596 Pgst-4::GFP/RFP ratio, acrylamide-induced, 24 h | 360,000 compounds, 0.49% hits;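 active means interference check ratio from 0.5 to 1.5 plus GFP to RFP signal ratio inhibition reaching or exceeding a fixed threshold, cut at about 30% in these data, passing the limit was not always enough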; further: some compounds called inactive have numbers as strong as hits
STEP inh = STEP (human) phosphatase inhibition; inhibition, % at 20 µM; 360,000 compounds, 0.25% hits; recombinant STEP, OMFP fluorogenic substrate, fluorescence; P54829; AID 588621;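 active means inhibition at 20 µM, scaled per plate between control wells, above about 37%, limit read from the data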;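 further: 0% = DMSO with enzyme and substrate and 100% = substrate only without enzyme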
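System: isolated STEP enzyme; schedule: 20 min enzyme reaction at room temperature, protected from light; medium: Bis-Tris buffer pH 6.0, 2.5 mM DTT, 0.005% Tween 20; signal: fluorescence, 480/540 nm; dosing: single compound dose of 20 µM, 1% DMSO final; also added: OMFP substrate, 25 µM final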
Tb MetRS inh = Trypanosoma brucei MetRS inhibition; purified T. brucei MetRS, ATP depletion, Kinase-Glo luminescence; inhibition, % at 11.9 µM; 360,000 compounds, 0.4% hits; AID 624268;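 active means inhibition above a per-plate cutoff of the control wells' mean inhibition plus 3 SD, cut at about 5.5% in these data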;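 further: 0% = DMSO wells median and 100% = median of wells with control inhibitor compound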
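Material: parasite MetRS enzyme / Replication: singlicate, one well per compound / Signal: luminescence of leftover ATP / Schedule: 2 h aminoacylation at 25 °C after 15 min preincubation / Medium: HEPES-MgCl2-KCl buffer plus DTT, spermine, BSA, pyrophosphatase / Doses: 11.9 µM single point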
* hit, by the source's call; i = inactive; nt = not tested or not shown.

Start of the listing, in advance:
SMILES	NadD inh	DNMT1 block	Scp-1 inhibitor	STEP inh	Neddylation inh	SKN-1 inh	LMPTP block	NRP1-CendR mod	SUMO1-SIM PPI	Tb MetRS inh
O=C(NCC(c1ccco1)N1CCCCC1)c1ccc(COc2ccccc2)cc1 (stereo unspecified)	-10	2	-4	0	i	0	-5.3	3	1	-0.5
CCOCCCn1c(=S)[nH]c2cc(C(=O)NCCc3ccccc3)ccc2c1=O	0	5	-3	0	i	-20	0.7	8	-25	-0.7
CCNC(=S)N1CCN(c2nc(CC)nc3sc4c(c23)CCCC4)CC1	-2	-3	-1	1	i	25	3.2	1	8	-0.1
O=C(Nc1nnc(-c2cccs2)s1)C1CC1	-4	4	-10	1	i	9	-1.0	-1	-14	-0.2
CC(C)CCN(C)C1CCN(S(=O)(=O)c2cccc(C(F)(F)F)c2)CC1	-2	-4	-9	-5	i	-26	-6.7	12	-2	-0.8
O=C(c1ccccc1)N1CCN=C1c1ccccc1	-5	1	-4	3	i	-1	-2.5	-5	2	0.0
CCOc1cc(NC(=S)Nc2ccccc2)c(OCC)cc1NC(=O)c1ccc(OC)cc1	9	-7	-15	3	i	2	1.0	3	0	0.1
Cc1cc(Cl)ccc1OCCCC(=O)NN	-6	1	-12	-2	i	-5	-0.5	4	-3	-0.3
CCN(CC(=O)Nc1ccccc1C(F)(F)F)C(=O)c1ccccc1SCC(=O)N1CCCC1	2	-5	-4	3	i	11	-10	3	-45	-0.6
CC(=O)c1cccc(Nc2c([N+](=O)[O-])c(=O)oc3ccccc23)c1	-5	-6	-10	2	i	15	-0.1	-24	-16	-0.2

The whole of this part, from the first entry:
SMILES	NadD inh	DNMT1 block	Scp-1 inhibitor	STEP inh	Neddylation inh	SKN-1 inh	LMPTP block	NRP1-CendR mod	SUMO1-SIM PPI	Tb MetRS inh
O=C(NCC(c1ccco1)N1CCCCC1)c1ccc(COc2ccccc2)cc1 (stereo unspecified)	-10	2	-4	0	i	0	-5.3	3	1	-0.5
CCOCCCn1c(=S)[nH]c2cc(C(=O)NCCc3ccccc3)ccc2c1=O	0	5	-3	0	i	-20	0.7	8	-25	-0.7
CCNC(=S)N1CCN(c2nc(CC)nc3sc4c(c23)CCCC4)CC1	-2	-3	-1	1	i	25	3.2	1	8	-0.1
O=C(Nc1nnc(-c2cccs2)s1)C1CC1	-4	4	-10	1	i	9	-1.0	-1	-14	-0.2
CC(C)CCN(C)C1CCN(S(=O)(=O)c2cccc(C(F)(F)F)c2)CC1	-2	-4	-9	-5	i	-26	-6.7	12	-2	-0.8
O=C(c1ccccc1)N1CCN=C1c1ccccc1	-5	1	-4	3	i	-1	-2.5	-5	2	0.0
CCOc1cc(NC(=S)Nc2ccccc2)c(OCC)cc1NC(=O)c1ccc(OC)cc1	9	-7	-15	3	i	2	1.0	3	0	0.1
Cc1cc(Cl)ccc1OCCCC(=O)NN	-6	1	-12	-2	i	-5	-0.5	4	-3	-0.3
CCN(CC(=O)Nc1ccccc1C(F)(F)F)C(=O)c1ccccc1SCC(=O)N1CCCC1	2	-5	-4	3	i	11	-10	3	-45	-0.6
CC(=O)c1cccc(Nc2c([N+](=O)[O-])c(=O)oc3ccccc23)c1	-5	-6	-10	2	i	15	-0.1	-24	-16	-0.2
O=C(CCc1ccccc1)N=C1SC2CS(=O)(=O)CC2N1Cc1ccc(F)cc1 (stereo unspecified)	0	2	4	-1	i	2	1.2	0	-4	0.8
O=C1CSC(=Nc2cccc(C(=O)O)c2)N1	-4	-3	-5	0	i	10	-1.6	-8	2	-0.3
CCN(CC)S(=O)(=O)c1ccc(C(=O)NN(C)C2=NS(=O)(=O)c3ccccc32)cc1	7	-4	6	0	i	3	-0.9	-3	0	-0.6
CCC1CCCCN1C(=S)NC(=O)c1cc(Br)ccc1Cl (stereo unspecified)	-2	2	-10	-2	i	1	0.5	6	3	-0.2
COC(=O)c1c(NC(=O)c2cccnc2)sc(C)c1C	-4	-3	-2	-3	i	-11	0.7	-5	-6	-0.1
Cc1nc2c(C(=O)N3CCOCC3)cnn2c(C)c1Cc1ccc(Cl)cc1	-1	4	3	-3	nt	-6	1.3	-3	0	-1.5
CCN(CC(=O)Nc1ccc(NC(C)=O)cc1)C(=O)CCCc1c[nH]c2ccccc12	-2	-5	-5	4	i	0	0.2	3	10	-0.8
Cc1csc2nc(=O)c3ccccc3n12	2	3	8	2	nt	6	-0.2	-13	-6	-1.0
O=C(C1CCN(S(=O)(=O)c2ccc(-n3cnnn3)cc2)CC1)N1CCN(c2ccccc2)CC1	4	-2	6	3	i	15	-1.5	-3	2	0.1
O=C(c1cc(-c2ccccc2)nc2ccccc12)N1CCCC1	4	0	-1	0	i	-3	-0.2	14	3	0.2
COc1ccc(C(CC(=O)Nc2cc(OC)cc(OC)c2)n2cccc2)cc1 (stereo unspecified)	-7	-11	-14	-5	i	8	1.5	8	3	-0.5
C=CCn1c(N2CCCC2)nc2c1c(=O)[nH]c(=O)n2C	5	6	0	-2	i	0	-2.6	-1	-3	-0.1
Cc1cc(C)n(-c2cccc(CN(C)Cc3nc(-c4cnccn4)no3)c2)n1	-1	0	-15	-3	i	-7	-2.4	7	1	-0.5
CC1CC(C)CN(C(=O)CCn2c(=O)oc3ccccc32)C1 (stereo unspecified)	-5	0	-10	-2	i	16	-0.5	-3	-3	-0.1
CCC(=O)N(CCc1ccccc1)Cc1cc2ccc(OC)cc2[nH]c1=O	-6	2	-4	1	i	2	-1.5	14	2	-0.4
COc1ccc(C(=O)NNC(=S)NC(=O)c2cc(-c3ccccc3)nc3ccccc23)cc1	49*	-2	-6	2	i	24	2.4	-6	11	-0.2
COc1ccccc1C(CNC(=O)c1cccc(S(=O)(=O)Nc2ccc(F)cc2)c1)N1CCCC1 (stereo unspecified)	4	-12	-11	-3	i	5	-0.6	-16	-6	-0.1
Cc1cccc(N/C(N)=N/c2nc(C(F)(F)F)cc(=O)[nH]2)c1C	-4	13	-8	-2	i	-7	-2.2	0	2	0.1
COc1ccc(N2C(=O)C3CCCN3C2c2cccs2)cc1 (stereo unspecified)	2	-1	-6	-2	i	-16	-0.7	-3	2	-0.5
CCOC(=O)CN(C(=O)CSc1nnc(COc2ccc(OC)cc2)n1C)c1ccccc1	-3	-3	-1	-1	i	-15	-0.2	-2	-4	-0.1
CN(CC(=O)Nc1ccccc1Cl)C(=O)CCNC(=O)Nc1ccccc1	0	3	-3	-2	i	14	-1.5	-4	7	0.5
COc1ccc(Cc2nc3ccc(C(=O)N(C)CCO)cc3o2)cc1	5	9	-6	-1	i	-7	-0.5	-1	-3	-0.3
CN(CC(=O)Nc1ccc(Cl)c(C(F)(F)F)c1)C(=O)c1cn2ccccc2n1	6	1	3	2	i	18	-0.3	-6	0	4.6
COc1ccc(CC(O)COS(N)(=O)=O)cc1 (stereo unspecified)	3	9	-2	-4	i	-8	-0.6	-13	8	-0.3
CC1CN=C(c2cccn2Cc2ccc(F)cc2Cl)O1 (stereo unspecified)	0	7	-6	-1	i	29	34	-2	-1	-0.2
CCN1CCCC1Cn1cnc2c([nH]c3cc(OC)ccc32)c1=O (stereo unspecified)	3	-1	-13	3	i	3	-2.0	9	3	0.0
O=C(O)CNS(=O)(=O)c1ccc2c3c(cccc13)C(=O)N2	2	20	42	34	nt	-3	7.4	-34	0	-0.6
Cc1cccnc1NC(=O)c1ccc2nc(N)sc2c1	-4	2	6	-3	i	7	-1.8	-18	0	-0.2
Cc1nnc2c3ccccc3c(Cl)nn12	-8	1	0	4	i	-2	-0.4	10	3	-0.4
Cc1cc(NC(=O)Nc2cc(Cl)ccc2C)no1	-6	2	-8	-2	i	14	-0.9	20*	0	1.1
CC(C)n1c(CNC(=O)c2ccccc2F)nnc1SCC(=O)c1ccc(F)cc1	16	-1	0	0	i	2	0.4	-16	6	-0.4
COc1ccc(Cl)cc1S(=O)(=O)N1CCCc2ccccc21	-6	-3	-10	2	i	10	2.0	5	1	-0.1
Cc1ccc(CC(=O)NCCC(=O)O)cc1	0	2	1	0	i	-1	-0.6	-1	-3	-0.1
CC(=O)Nc1ccc(N(C(=O)CNC(=O)c2ccco2)C(C(=O)NC2CCCC2)c2ccco2)cc1 (stereo unspecified)	0	4	0	0	i	-1	-1.0	-6	3	-0.6
Cc1ccc(S(=O)(=O)N2C[C@H]3C(=O)C[C@@H](c4ccccc4)N(S(=O)(=O)c4ccc(C)cc4)[C@H]3C[C@H]2c2ccc(Cl)cc2)cc1	24	-2	nt	1	i	10	1.8	-6	1	0.7
Cc1onc(-c2ccccc2)c1C(=O)OCC(=O)N(C)c1c(N)n(Cc2ccccc2)c(=O)[nH]c1=O	9	0	-4	0	i	15	0.4	3	-1	-0.1

Screens as filed in PubChem BioAssay.
